bIAP inh: blocks bovine intestinal alkaline phosphatase activity. purified bovine IAP, CDP-star luminescence, 30 min. inhibition, % at 20 µM. 190,000 tested, under 10 active. AID 1019;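 active = over 50% inhibition of intestinal alkaline phosphatase at 20 µM in the single-dose screen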
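test system = bovine IAP enzyme | medium = DEA buffer 100 mM, pH 9.8, with MgCl2 1.0 mM, ZnCl2 0.02 mM | detection = luminescence | dosing = single compound dose of 20 µM, 2% DMSO final | incubation = 30 min reaction at room temperature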
DTT redox prof: compounds producing H2O2 with reducing agent – biochemical, NIH compound library profiling, artefact control for MLSCN library redox annotation, primary screen. 200,000 tested, 0.03% active. activation, % at 10 µM. DTT-dependent redox cycling H2O2, phenol red/HRP absorbance; 100% = 100 µM peroxide control, 0% = buffer;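 active = activation of at least 50% relative to the plate's high and low controls in the primary single-dose screen; inactive = activation below 50%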;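 also: compound incubated with DTT at 0.8 mM final as the reducing agent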
ROMK mod: modulators of human ROMK potassium channel | AID 1918 | Tet-inducible ROMK, thallium flux fluorescence; actives lie on both sides | P48048 | 130,000 tested, 2% active | B-score at 10 µM;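 active = signal ratio slope over the read window, or its plate-corrected B-score, at least 3 SD from the plate mean, either direction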;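 also: B-score of the F/F0 ratio slope over 7 to 12 s after thallium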
TR-FRET SRC-2 ct: flags TR-FRET format artefacts in PPARgamma SRC-2 recruitment agonist screen | TR-FRET artefact counter-screen; hits give high values | TR-FRET ratio at 8 µM | 200,000 tested, 0.4% active; in the data active = TR-FRET ratio above about 2000; also: inactives centre near 1500
L major viab: inhibitors of Leishmania major promastigote growth. Leishmania major promastigotes, resazurin fluorescence viability. 200,000 tested, 9% active. inhibition, % at 10 µM; in the data active = inhibition above about 50%;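 also: promastigotes grown with compound for 44 hours at 28 °C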
PPARg SRC-2 ag: promotes SRC-2 coactivator recruitment by human PPARgamma; activation, % at 8 µM; PPARgamma LBD-SRC-2 recruitment, biochemical; AID 1032; P37231; 200,000 tested, 0.34% active; in the data active = activation above about 22%;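 also: 0% = vehicle and 100% = reference agonist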
S1P3 antagonist: S1P3 (human) receptor antagonism | 170,000 tested, 0.27% active | Q99500 | CHO S1P3 NFAT-BLA reporter, FRET fluorescence, antagonist mode | inhibition, % at 4.98 µM | AID 485;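 active = inhibition above the plate cutoff, the mean inhibition of test wells on that plate plus 3 SD, cut at about 28% in these data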;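 also: cells challenged with S1P at its EC80 of 0.8 µM; blue over green emission ratio from cleaved BLA substrate after 4 h stimulation; 0% = S1P-stimulated wells and 100% = unstimulated DMSO-only wells; some compounds past the cut are filed as inactive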
TLR4-MyD88 BLA: inhibitors of human TLR4-MyD88 binding. HeLa CL3-4 TLR4/MyD88 BLA complementation, FRET ratio. 200,000 tested, 0.18% active. inhibition, % at 8.4 µM; in the data active = inhibition above about 25%;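 also: 0% = vehicle and 100% = reference inhibitor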
Target sequence (O00206 whole entry, looked up): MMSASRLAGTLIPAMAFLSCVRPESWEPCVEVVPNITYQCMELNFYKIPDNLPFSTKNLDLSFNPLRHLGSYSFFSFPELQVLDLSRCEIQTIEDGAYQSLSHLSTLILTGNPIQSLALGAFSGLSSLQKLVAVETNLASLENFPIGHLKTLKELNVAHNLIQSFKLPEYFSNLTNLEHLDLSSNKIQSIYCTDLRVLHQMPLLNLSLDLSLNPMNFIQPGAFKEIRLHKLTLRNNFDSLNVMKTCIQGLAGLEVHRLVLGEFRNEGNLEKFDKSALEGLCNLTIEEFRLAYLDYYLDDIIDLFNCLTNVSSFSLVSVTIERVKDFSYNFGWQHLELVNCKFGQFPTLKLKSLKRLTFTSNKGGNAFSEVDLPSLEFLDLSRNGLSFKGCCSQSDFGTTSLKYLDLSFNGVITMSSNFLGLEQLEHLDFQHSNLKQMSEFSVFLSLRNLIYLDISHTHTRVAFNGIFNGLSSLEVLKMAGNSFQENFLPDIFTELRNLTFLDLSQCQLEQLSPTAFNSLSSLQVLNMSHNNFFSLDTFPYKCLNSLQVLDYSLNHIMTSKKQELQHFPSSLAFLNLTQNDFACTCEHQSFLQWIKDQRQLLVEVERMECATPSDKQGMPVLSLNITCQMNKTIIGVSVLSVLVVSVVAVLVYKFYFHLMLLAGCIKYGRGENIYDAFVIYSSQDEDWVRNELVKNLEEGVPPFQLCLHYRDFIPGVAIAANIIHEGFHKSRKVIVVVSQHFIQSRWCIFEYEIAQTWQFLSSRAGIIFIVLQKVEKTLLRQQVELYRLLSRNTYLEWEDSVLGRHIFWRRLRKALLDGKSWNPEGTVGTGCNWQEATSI
Target sequence (Q99836 whole entry, looked up): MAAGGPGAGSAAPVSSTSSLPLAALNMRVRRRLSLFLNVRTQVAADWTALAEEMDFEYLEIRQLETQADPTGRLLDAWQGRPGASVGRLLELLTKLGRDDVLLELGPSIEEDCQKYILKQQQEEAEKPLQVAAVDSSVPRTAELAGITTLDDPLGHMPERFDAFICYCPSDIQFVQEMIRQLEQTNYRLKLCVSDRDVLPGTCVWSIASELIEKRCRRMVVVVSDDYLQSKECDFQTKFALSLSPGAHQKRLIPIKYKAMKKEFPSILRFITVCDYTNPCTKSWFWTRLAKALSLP
bIAP act: increases bovine intestinal alkaline phosphatase activity. purified bovine IAP, CDP-star luminescence, 30 min; hits give high values; fold of DMSO-control signal, blank-subtracted. activation factor at 20 µM. 200,000 tested, 0.17% active. AID 1016;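 active = activation factor of 2 or more at 20 µM, a signal rise over negative controls twice the positive control's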
PPARg SRC-3 ag: promotes SRC-3 coactivator recruitment by human PPARgamma | P37231 | biochemical PPARgamma/SRC-3 coactivator recruitment assay | activation, % at 8 µM | 200,000 tested, 0.26% active | AID 731; in the data active = activation above about 23%;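 also: 0% = DMSO and 100% = reference agonist; some compounds past the cut are filed as inactive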
PPARg SRC1 recr: agonists of human PPARgamma SRC-1 coactivator recruitment; P37231; PPARgamma-SRC-1 coactivator recruitment biochemical assay; activation, % at 8 µM; 200,000 tested, 0.41% active; in the data active = activation above about 19%;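 also: 0% = DMSO and 100% = reference agonist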
Starred values were filed as active, the others as inactive; · = not tested or not shown.

The line under a structure holds: bIAP inh, DTT redox prof, ROMK mod, TR-FRET SRC-2 ct, L major viab, PPARg SRC-2 ag, S1P3 antagonist, TLR4-MyD88 BLA, bIAP act, PPARg SRC-3 ag, PPARg SRC1 recr
Cc1ccc(N(C(C)C(=O)Nc2cc(Cl)ccc2Oc2ccccc2)S(C)(=O)=O)cc1 (stereo not drawn)
→ 1, -6.9, -0.0029, 1544, 13, 9, ·, 5, 1, -1, 8
COc1ccc(Cl)cc1NC(=O)N1CCN(C2CCCCC2)CC1
→ -8, 0.7, -0.72, 1589, 8, 3, 0, -4, 1.1, 0, 9
COc1ccccc1NC(=O)CN1CCC(C(=O)c2ccc(F)cc2)CC1
→ 2, 2.5, ·, 1442, 71*, 0, ·, 4, 1, 5, -2
Cc1cc(C(=O)COC(=O)CN(C)S(=O)(=O)c2ccc(Cl)cc2)c(C)n1Cc1cccs1
→ 11, 2.4, -1.2, 1623, -1, -7, 4, -2, 0.9, 0, -2
COc1ccc(CNC(=O)CN(c2ccccc2)S(=O)(=O)N(C)C)cc1
→ -3, -0.8, 0.54, 1442, 0, -2, -1, 0, 1, -3, 0
COc1ccc(OCCCN2CCCCCC2)cc1
→ -6, 0.1, -0.11, 1396, 99*, 9, ·, -4, 1.1, -4, -1
CC[C@H](C)C(C(=O)N1CCN(C(=O)OC(C)(C)C)CC1)n1cc(C(CO)NC(=O)OC(C)(C)C)nn1 (stereo partly drawn)
→ -16, 0.5, ·, 1427, -5, -2, -4, -12, 1.2, 0, -2
CC(C)NC(=O)c1ccc(Sc2ccccc2)c([N+](=O)[O-])c1
→ -6, -6.9, ·, 1613, -3, 6, ·, 6, 1.1, 6, 4
O=c1cc(CO)oc(CN2CCN(CCO)CC2)c1O
→ -3, -0.2, -0.31, 1605, -6, -3, ·, 1, 1, 6, 7
COc1ccc(OC)c(C(c2nnnn2CC2CCCO2)N2CCN(C)CC2)c1 (stereo not drawn)
→ -7, 3.6, 0.64, 1615, -1, -5, -30, 2, 1.1, 0, -2
CC(C)CNC(=O)CC(=O)N/N=C/c1cccs1
→ -9, -0.6, 0.51, 1620, -3, 3, 11, 1, 1.1, -1, 4
CN(CC(=O)NCc1ccccn1)S(=O)(=O)c1ccccc1
→ -24, 0.6, ·, 1576, 4, 9, ·, -7, 1.2, 2, 4
C(=C\c1nnc(-c2cccs2)o1)/c1ccccc1
→ 10, -8.8, -1.5, 1489, 0, 8, ·, 7, 0.9, 8, 5
O=c1ccn(Cc2ccccc2Cl)cc1
→ 5, -0.8, ·, 1744, -4, 9, -14, -13, 1, -3, 7
COc1ccccc1CNC(=O)C(=O)NCC1OCCN1S(=O)(=O)c1ccc2c(c1)OCCO2 (stereo not drawn)
→ 18, 0.9, -0.081, 1633, -5, 6, -5, -7, 0.8, 3, -1
CC(C)(C)n1nnnc1C(c1cccc(C#N)c1)N1CCCCCC1 (stereo not drawn)
→ 9, 0.7, ·, 1794, 14, 5, ·, -2, 0.9, 2, 6
COCCN(C(=O)CSc1nnc(-c2cccc(C)c2)n1C)c1c(N)n(Cc2ccccc2)c(=O)[nH]c1=O
→ -2, -1.9, 1, 1581, -8, -1, -8, 3, 1, -2, 12
CCOC(=O)Nc1nc(C)c(C(=O)N(C)C)s1
→ 6, 2.1, ·, 1485, 1, -6, -2, 2, 0.9, -22, 11
Cc1cccc2nc(-c3ccco3)c(Nc3ccc4c(c3)OCO4)n12
→ -9, -0.4, -0.76, 1451, 25, 8, 11, 7, 1.1, 1, 10
CCOC(=O)Cc1csc(NC(=O)COc2cc(C)cc(C)c2)n1
→ 17, -0.4, 0.22, 1515, -9, -1, -12, 7, 0.8, -1, -3
CCCCCC(=O)N/N=C/c1cc(Br)c(O)c(OC)c1
→ 39, -0.9, -0.24, 1663, -2, 0, -12, -14, 0.6, 4, 1
CCn1c(=O)c2c(nc3n2CCCN3CCc2ccccc2)n(C)c1=O
→ -3, 0.0, -1.4, 1323, -5, -4, 8, 2, 1, 4, -2
Cc1cc(NC(=O)COc2ccc(Cl)cc2Cl)n(-c2ccccc2)n1
→ 7, -3.1, ·, 1469, -5, -11, ·, 14, 0.9, 6, 6
CSCCC(NC(=O)c1ccco1)C(=O)OCC(=O)Nc1ncc(Cl)c(C)c1Cl (stereo not drawn)
→ -1, 0.7, ·, 1546, 1, -1, ·, -1, 1, -11, 3
O=C(NC1CCCCC1)c1nn2c(C(F)(F)F)cc(-c3ccco3)nc2c1Br
→ 8, 2.4, ·, 1479, 1, 2, -2, -17, 0.9, 3, 9
COc1ccc(C(=O)NCC(=O)Nc2ccccc2)cc1OC
→ 8, 1.2, 1.5, 1502, -1, 3, -37, 12, 0.9, 1, 0
Fc1ccc(/C=C\c2nccc3c2[nH]c2ccccc23)cc1
→ 6, 0.6, 0.95, 1569, 32, 5, 8, -37, 0.9, 1, 10
COc1ccc(OCC(=O)NNC(=O)c2cccc(S(=O)(=O)N(C)C)c2)cc1
→ -9, 0.5, ·, 1576, -11, -9, -4, 3, 1.1, -5, -3
CC(C)(C)c1ccc(/C=N/NC(=O)c2ccccn2)cc1
→ 1, -1.1, 0.99, 1482, 2, 1, -1, -4, 1, 2, 0
Cc1nn(CCCC(=O)Nc2nccs2)c(C)c1[N+](=O)[O-]
→ 0, -0.1, ·, 1812, 3, 7, 11, -3, 1, 1, 12
Cc1cnc(NC(=O)COc2cccc3c2OC(C)(C)C3)s1
→ 1, 0.5, ·, 1554, 6, 7, ·, 0, 1, 10, 4
Cc1ccccc1CSCc1nc2ccccc2[nH]1
→ 8, 0.4, ·, 1580, 9, 8, 3, -12, 0.9, 1, 11
COc1ccc([N+](=O)[O-])cc1NC(=O)C(C)Sc1ccc(C)cc1 (stereo not drawn)
→ 9, 0.1, ·, 1566, 3, 8, 13, -2, 0.9, 2, -2
CCN1CCN(CCOc2ccccc2OCc2ccccc2)CC1
→ -28, -1.9, -0.58, 1705, 9, 2, -14, -6, 1.3, 4, 5
Cc1ccc(S(=O)(=O)NCc2ccc(C(=O)NCc3cccnc3)cc2)cc1
→ 13, -1.9, 0.061, 1421, 9, -10, -25, -11, 0.9, -4, -3
O=C(OCc1ccc([N+](=O)[O-])cc1)c1ccccn1
→ -3, 0.0, 0.49, 1595, 0, -6, -17, 10, 1, 0, 0
COc1ccccc1N1CCN(Cc2ccc(OC)c(OC)c2OC)CC1
→ -7, 0.5, -0.056, 1650, 3, 5, -14, 4, 1.1, 6, 6
O=C(Cc1ccc(S(=O)(=O)N2CCCC2)s1)N1CCN(c2ccccc2)CC1
→ 12, -0.7, 0.55, 1504, 3, 6, -42, 8, 0.9, 7, 11
Fc1ccccc1CSc1ccc(-c2ccco2)nn1
→ 29, -1.6, ·, 1609, 15, -2, -5, -3, 0.7, 3, 2
CC(=O)C1=C(O)C(=O)N(c2cccc(C(=O)O)c2)C1c1ccc(F)cc1 (stereo not drawn)
→ 7, 0.5, -0.045, 1701, -4, 18, -1, 1, 0.9, -1, -1
COc1ccccc1-c1noc(CSc2nc(N)cc(=O)[nH]2)n1
→ -13, -0.2, 0.22, 1378, -12, 5, -7, 7, 1.1, 4, 6
Cc1ccc(C(C)(C)C)c(OCCN2CCCC2)c1
→ 2, -0.3, 0.1, 1597, 4, 9, -5, 5, 1, -2, 1
c1ccc(C2=Nc3ccccc3NC(c3ccccc3)C2)cc1 (stereo not drawn)
→ 18, -3.4, ·, 1499, 25, -4, ·, 4, 0.8, 8, -2
CCc1nc2oc(C(=O)c3ccccc3)c(N)c2c2c1COC(C)(C)C2
→ 10, -3.7, 0.07, 1523, -2, 11, 3, -5, 0.9, 7, 1
Cc1nc2ccccc2c(=O)n1NCc1cccs1
→ 11, 1.1, -0.083, 1488, -1, -5, 2, 1, 0.9, 7, -7
O=C(Nc1ccc2c(c1)OCO2)C1CCN(C(=O)c2ccc([N+](=O)[O-])cc2)CC1
→ -11, 0.4, 0.14, 1501, -4, 2, 4, -19, 1.1, 2, 7
COCCCNC(=O)CNC(=S)N(Cc1ccccc1F)C1CCCCC1
→ -6, 0.1, -0.031, 1307, 0, -6, ·, 2, 1.1, 6, -6
COc1ccc(Br)cc1C1CC(=O)N2CN(C)CSC2=C1C#N (stereo not drawn)
→ 11, -3.0, ·, 1813, 0, 4, -26, -5, 0.9, 11, 7
Cc1scc(C(=O)NNC(=S)NCc2ccccc2)c1C
→ 8, -0.6, ·, 1417, -9, -8, -13, -7, 0.9, -2, 2
Cc1ccc(OCC(=O)NNC(=O)C(=O)NC(C)(C)C)cc1
→ 12, 0.1, ·, 1515, -6, 7, -10, -8, 0.9, 7, 21*
CN(Cc1ccccc1)S(=O)(=O)c1ccc(NS(=O)(=O)Cc2ccccc2)cc1
→ -6, 0.2, -0.28, 1436, -1, -2, ·, -2, 1.1, 0, -4
Cc1cc(N2CCN(C(=O)c3ccco3)CC2)n2nc(C)c(-c3ccccc3)c2n1
→ -20, -0.1, 0.52, 1386, 13, 6, 9, -2, 1.2, 2, 12
O=C(NCc1cccs1)c1nc2c(nnn2Cc2ccccc2Cl)c(=O)[nH]1
→ -2, 0.4, ·, 1291, -6, -4, -7, -8, 1, -5, -3
Cc1ccc(S(=O)(=O)NC(C(=O)Oc2cc3oc(=O)cc(C)c3cc2Cl)C(C)C)cc1 (stereo not drawn)
→ 8, -0.3, 0.68, 1328, 2, -4, -12, 4, 0.9, -3, -9
C=CCOc1ccc(C2C(C(=O)c3ccco3)=C(O)C(=O)N2Cc2cccnc2)cc1 (stereo not drawn)
→ 11, 0.2, ·, 1657, 1, 19, -17, -10, 0.9, 11, 9
Cn1c(CCCOc2ccc(Cl)cc2Cl)nnc1SCC(=O)Nc1ccc(F)c(Cl)c1
→ 38, 1.4, 0.44, 1503, 0, -7, -7, 3, 0.6, 2, -5

Compound activity from PubChem BioAssay.
